CHO parental Ca: ATP-evoked calcium signal inhibitors, parental CHO, primary screen, counter-screen for OX1R antagonist project, cell-based, fluorescence, Fluo-8 calcium dye; inhibition, % at 5.6 µM; AID 463079, 2010; actives 0.63% (n = 330,000); parental CHO-K1, ATP-induced calcium, Fluo-8 fluorescence;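 active = inhibition above that plate's mean sample inhibition plus 3 SD, cut at about 26% in these data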;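 also: 0% = ATP-challenged DMSO wells and 100% = DMSO wells without ATP; some compounds past the cut are filed as inactive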
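test system = CHO parental line | reagent = ATP stimulus | measured by = intracellular calcium via Fluo-8 no-wash fluorescent dye | control set = ATP and no-ATP DMSO wells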
CHO-K1 Ca antag: nonselective inhibitor or artifact in parental CHO-K1 cells; AID 602250; ATP-induced calcium, Fluo-8 fluorescence; inhibition, % at 3 µM; actives 0.6% (n = 360,000);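 active = inhibition above a per-plate cutoff, the plate's mean sample inhibition plus 3 SD, cut at about 24% in these data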;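 also: 0% = DMSO plus EC80 ATP and 100% = DMSO alone without ATP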
TAAR1 agonist: human TAAR1 agonists, primary screen, Fluo-8 calcium fluorescence, CHO RD-HGA16 cells; vehicle wells 0%, saturating PEA agonist 100%; actives 0.99% (n = 360,000); Trace amine-associated receptor 1 (Homo sapiens), Q96RJ0; activation, % at 3 µM;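 active = activation above the mean activation of all test compounds in the run plus 3 SD, cut at about 38% in these data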
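Benchmarks: low control DMSO, high control PEA (EC100); System: CHO RD-HGA16 cells carrying human TAAR1 plus Gα16; Detection: Fluo-8 fluorescence, 5 s baseline then 140 s kinetic read; Schedule: 17-24 h plating, Fluo-8 75 min 37 °C, 30 min RT; Read-out basis: % activation from peak over basal fluorescence ratio, DMSO-to-PEA scaled.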
TAAR1 antag: human TAAR1 antagonists, primary screen, Fluo-8 calcium fluorescence, CHO RD-HGA16 cells. Trace amine-associated receptor 1 (Homo sapiens), Q96RJ0. antagonist. inhibition, % at 3 µM. actives 1.5% (n = 360,000). AID 624466, 2012;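 active = inhibition above a per-plate cutoff, the mean inhibition of test compounds on that plate plus 3 SD, cut at about 49% in these data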;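 also: 0% = DMSO plus EC80 beta-PEA response and 100% = DMSO alone without agonist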
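Material: CHO RD-HGA16 cells bearing hTAAR1; compound dosing: one-point dosing, 3 µM nominal final; schedule: dye loading 75 min at 37 °C, then 30 min room temperature; measured by: calcium fluorescence with Fluo-8; control set: vehicle and agonist controls; replication: n of 1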
V1R ag counter: agonists of human V1a receptor, primary screen, counter-screen for OXTR agonist project, fluorescence, CHO-V1R cells; Fluo-8 calcium fluorescence, agonist mode; 0% DMSO, 100% 3 nM vasopressin; activation, % at 3 µM; actives 0.25% (n = 320,000); AID 2797, 2010;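 active = activation above the mean activation of all tested compounds plus 3 SD, per screening run, cut at about 20% in these data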;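 also: signal is peak over basal fluorescence ratio across a 100 second FLIPR read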
Target sequence (P37288 whole entry, looked up): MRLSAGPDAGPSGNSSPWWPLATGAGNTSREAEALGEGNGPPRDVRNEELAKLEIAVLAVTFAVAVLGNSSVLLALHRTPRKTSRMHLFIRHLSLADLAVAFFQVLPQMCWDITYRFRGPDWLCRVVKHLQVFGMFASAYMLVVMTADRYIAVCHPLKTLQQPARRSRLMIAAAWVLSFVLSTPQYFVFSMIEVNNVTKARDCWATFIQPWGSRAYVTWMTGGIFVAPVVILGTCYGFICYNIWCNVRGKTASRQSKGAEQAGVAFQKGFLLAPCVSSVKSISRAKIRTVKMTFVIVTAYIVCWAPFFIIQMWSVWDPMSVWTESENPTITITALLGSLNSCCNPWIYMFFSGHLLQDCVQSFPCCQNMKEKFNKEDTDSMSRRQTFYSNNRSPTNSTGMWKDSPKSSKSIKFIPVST
OXTR potentiator: human OXTR potentiators, primary screen, fluorescence, CHO-OTR cells, Fluo-8 calcium; Fluo-8 calcium fluorescence, potentiator mode; 0% = oxytocin EC15, 100% = EC100; activation, % at 3 µM; actives 0.061% (n = 320,000);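 active = activation above that plate's cutoff, the mean activation of tested compounds plus 3 SD, cut at about 6.6% in these data, passing the limit was not always enough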;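 also: 100% uses oxytocin at 75 nM as the full agonist control; some results filed as inactive read as strong as hits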
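Assay system: CHO-OTR cells, human receptor / Also added: oxytocin at about EC15, sub-maximal agonist stimulus / Dosing: single dose, 3.0 µM nominal final compound concentration / Incubation: 6 min pre-incubation, 100 s read / Technique: Fluo-8 calcium dye fluorescence / Read-out: % activation vs EC15 and EC100 oxytocin / Benchmarks: EC15 oxytocin low, 75 nM oxytocin high / Replicates: singlicate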
M1 ag parental: counter-screen for M1 agonists: effect in parental CHO-K1 cells; Fluo-8 calcium fluorescence; scaled to maximal ATP response, vehicle zero; activation, % at 3 µM; AID 602248, 2012; actives 0.48% (n = 360,000); in the data active = activation above about 15%;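 also: untransfected CHO-K1 host cells lacking M1 receptor as counterscreen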
M1 ag: human M1 muscarinic receptor agonists, primary screen, Fluo-8 calcium fluorescence, CHO-K1 cells, HTS; Muscarinic acetylcholine receptor M1 (Homo sapiens), P11229; CHO-K1 hM1, agonist mode; 0% DMSO, 100% acetylcholine EC100; activation, % at 3 µM; actives 0.33% (n = 360,000);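 active = activation above the run's mean compound activation plus 3 SD, cut at about 16% in these data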;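 also: peak over basal fluorescence ratio within a 140 s kinetic read after compound addition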
Target sequence (P11229 whole entry, looked up): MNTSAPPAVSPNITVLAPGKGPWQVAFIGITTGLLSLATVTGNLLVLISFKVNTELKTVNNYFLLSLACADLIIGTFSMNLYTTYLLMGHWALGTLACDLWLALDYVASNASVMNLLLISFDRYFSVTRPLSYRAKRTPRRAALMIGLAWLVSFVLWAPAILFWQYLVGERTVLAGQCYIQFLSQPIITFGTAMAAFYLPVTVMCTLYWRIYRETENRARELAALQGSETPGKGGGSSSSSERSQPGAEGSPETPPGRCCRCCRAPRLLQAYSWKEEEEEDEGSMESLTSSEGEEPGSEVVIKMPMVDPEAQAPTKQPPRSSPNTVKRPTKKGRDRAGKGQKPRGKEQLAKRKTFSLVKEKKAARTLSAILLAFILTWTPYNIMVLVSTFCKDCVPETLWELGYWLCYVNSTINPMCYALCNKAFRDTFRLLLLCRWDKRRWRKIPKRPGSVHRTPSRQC
CHO-K1 Ca PAM: nonselective calcium activators in parental CHO-K1 cells, primary screen, counter-screen for M1 PAM project, cell-based, Fluo-8 calcium fluorescence, full deck, 1536-well. ATP EC20; 0% at ATP EC20, 100% at ATP max. activation, % at 3 µM. actives 0.02% (n = 360,000);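 active = activation above the run cutoff, the mean activation of all test compounds plus 3 SD, cut at about 40% in these data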;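 also: peak over basal fluorescence ratio in a 140 s read after ATP addition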
Active calls of the source: *; . = no result given.

SMILES	CHO parental Ca	CHO-K1 Ca antag	TAAR1 agonist	TAAR1 antag	V1R ag counter	OXTR potentiator	M1 ag parental	M1 ag	CHO-K1 Ca PAM
Cc1ccc(-c2cc(C(=O)N/N=C/c3ccoc3)c3ccccc3n2)cc1	.	-16	-1	-10	.	.	-0.5	-2	2
CC(=O)Nc1ccc(CN2CCN(CCc3ccccc3)C(CCO)C2)cc1 (configuration not stated)	-7	-12	1	-2	1.0	-1	1.9	-7	15
COc1ccc(-c2nnc(SCC(=O)Nc3cc(F)ccc3C)o2)cc1	-15	-3	4	0	-0.1	-6	1.2	-2	19
CSc1nnc(C2CCCN2)n1C (configuration not stated)	18	9	5	-8	2.3	2	0.3	-1	-4
COC(=O)N1CCC2CC1c1c(Cl)cccc12 (configuration not stated)	.	20	8	-4	.	.	-0.3	-1	0
CN(Cc1ccon1)Cc1cn(C)nc1-c1ccc(Oc2ccccc2)cc1	5	-10	1	0	0.7	-7	4.2	-1	-1
CC(C)C(NS(=O)(=O)c1cccs1)C(=O)NCc1ccccc1Cl (configuration not stated)	-23	-9	11	-12	-1.5	-15	0.1	-2	6
O=C(CN1C(=O)C2C3C=CC(C3)C2C1=O)NC1CCCc2ccccc21 (configuration not stated)	-15	15	4	3	-0.2	-12	0.0	-6	-7
O=C(COC(=O)c1cccs1)NCc1cccs1	-18	-15	1	12	-0.2	-4	0.5	-3	2
O=C(NC(c1ccccc1)c1ccc2ccccc2n1)C1CCN(Cc2cccc(C(F)(F)F)c2)CC1 (configuration not stated)	.	-18	-1	-28	.	.	0.1	-9	13
CCOC(=O)CNC(=O)C1(c2ccccc2)CCCC1	5	18	12	0	0.4	-4	-0.3	-2	-7
COc1ccc(Cl)cc1NC(=O)NCCN1CCCCC1	-14	-5	2	-4	2.0	-4	3.2	-7	5
Cc1cc(NS(=O)(=O)c2ccc(NC(=S)Nc3ccc(Cl)cc3C)cc2)no1	-7	-6	5	-25	-0.7	0	2.3	-4	11
O=C(Nc1cccc(NC(=O)c2ccc(Cl)cc2Cl)c1)c1cccnc1	-10	-7	6	18	7.8	-17	7.7	-2	8
CN1C(=O)Cc2cc(S(=O)(=O)Nc3ccc(N4CCOCC4)cc3)ccc21	11	-2	3	-5	0.1	-4	0.4	-3	1
CCc1ccccc1N1CC(C(=O)Nc2cc(S(=O)(=O)N3CCCC3)ccc2Cl)CC1=O (configuration not stated)	-32	-6	13	22	1.7	-7	3.0	-3	-3
O=C(CNC(=O)c1cccs1)N/N=C/c1ccccc1[N+](=O)[O-]	-12	-6	5	-18	0.5	-4	0.0	-3	22
Cc1c(C)c(C)c(S(=O)(=O)NCCC(=O)N2CCN(Cc3ccc(C#N)cc3)CC2)c(C)c1C	-17	-26	1	10	7.3	-6	3.6	8	4
CC(C)Cn1c(N)c(C(=O)COC(=O)C2CCCN2C(=O)c2cccs2)c(=O)n(C)c1=O (configuration not stated)	-8	-6	12	47	5.6	-8	4.5	-1	-13
CC(=O)Nc1ccc2nc(NC(=O)CN3CCOCC3)sc2c1	-13	-7	0	-14	0.0	0	-0.2	-1	-5
C1=C(c2ccccc2)CCN(c2ncnc3nc[nH]c23)C1	0	7	2	14	1.2	-7	0.2	-3	-6
CNC(=O)CC(C(=O)O)c1ccc(OC(C)C)cc1 (configuration not stated)	-3	5	6	11	0.5	-13	3.0	-3	10
CC(C)COC(=O)N(C)C[C@@H]1OCc2cnnn2CCCC(=O)N([C@@H](C)CO)C[C@@H]1C	.	-1	0	-12	.	.	0.8	-4	14
CC(C)C[C@@H](CN(C)N=O)N(C[C@H](Cc1ccccc1)N(CCc1ccccc1)N=O)N=O	-9	-20	28	43	1.8	-12	1.9	-4	11
CCN(CC)CCC(=O)c1ccc(F)cc1	3	-9	2	12	0.5	-2	0.3	-4	14

Reformatted: two of the compounds above.
SMILES: COc1ccc(-c2nnc(SCC(=O)Nc3cc(F)ccc3C)o2)cc1
  CHO parental Ca: -15
  CHO-K1 Ca antag: -3
  TAAR1 agonist: 4
  TAAR1 antag: 0
  V1R ag counter: -0.1
  OXTR potentiator: -6
  M1 ag parental: 1.2
  M1 ag: -2
  CHO-K1 Ca PAM: 19

SMILES: CSc1nnc(C2CCCN2)n1C (configuration not stated)
  CHO parental Ca: 18
  CHO-K1 Ca antag: 9
  TAAR1 agonist: 5
  TAAR1 antag: -8
  V1R ag counter: 2.3
  OXTR potentiator: 2
  M1 ag parental: 0.3
  M1 ag: -1
  CHO-K1 Ca PAM: -4

Back to the main list; the 4 compounds before the break are reprinted first.
SMILES	CHO parental Ca	CHO-K1 Ca antag	TAAR1 agonist	TAAR1 antag	V1R ag counter	OXTR potentiator	M1 ag parental	M1 ag	CHO-K1 Ca PAM
CNC(=O)CC(C(=O)O)c1ccc(OC(C)C)cc1 (configuration not stated)	-3	5	6	11	0.5	-13	3.0	-3	10
CC(C)COC(=O)N(C)C[C@@H]1OCc2cnnn2CCCC(=O)N([C@@H](C)CO)C[C@@H]1C	.	-1	0	-12	.	.	0.8	-4	14
CC(C)C[C@@H](CN(C)N=O)N(C[C@H](Cc1ccccc1)N(CCc1ccccc1)N=O)N=O	-9	-20	28	43	1.8	-12	1.9	-4	11
CCN(CC)CCC(=O)c1ccc(F)cc1	3	-9	2	12	0.5	-2	0.3	-4	14
CCCN(CCC)Cc1cc(=O)oc2cc(OC)ccc12	.	11	5	-39	.	.	-0.3	-9	-8
Cc1ccc(NC(=S)N2CCN(S(=O)(=O)c3c(F)cccc3F)CC2)cc1C	-16	-9	0	-19	0.0	-9	2.8	-5	9
Cc1ccc(S(=O)(=O)N2C[C@H]3[C@H]4C(=O)N(c5ccccc5)C(=O)[C@H]4CC(=O)[C@H]3[C@@H]2c2ccccc2)cc1	.	6	3	-12	.	.	0.6	-2	0
CCN(CC(=O)Nc1ccc2c(c1)OCCO2)C(=O)c1cc(=O)[nH]c2ccccc12	-6	-9	6	-11	0.9	-3	-0.3	-4	-5
CCOC(=O)c1cnc2c(-c3ccc(Cl)cc3)c(C)nn2c1N	-6	2	0	-1	-0.7	4	0.1	-2	7
CCOC(=O)C1=C(CN2CCC(C)CC2)NC(=O)NC1c1ccc(Cl)cc1 (configuration not stated)	-6	-28	9	8	-1.2	-4	1.3	-8	22
CCN(CC)CCNC(=O)c1cc(S(=O)(=O)N2CCc3ccccc32)cn1C	6	15	2	-35	0.9	-2	5.9	-7	13
O=C(N=Nc1c(O)[nH]c2ccc(F)cc12)c1ccc(NS(=O)(=O)c2cccs2)cc1	4	-14	-2	-6	0.8	-7	0.1	-3	11
C=C(C)COc1ccc(-c2[nH]ncc2-c2ccc(Br)cc2)c(O)c1	4	-4	1	20	1.0	-9	0.6	-5	14
C=CCOC(=O)C1=C[C@@H](c2ccc(C(F)(F)F)cc2)C[C@@H](OCCCCO)O1	-5	-4	-1	3	-0.1	-11	0.0	-2	-4
O=C(Oc1ccc(/C=N/NC(=O)c2ccccc2O)cc1)c1ccccc1	-3	-5	10	74*	7.8	-8	5.7	0	12
O=C(Nc1ccc(-c2csc(Nc3ccc(Cl)cc3)n2)cc1)c1cc([N+](=O)[O-])cc(C(F)(F)F)c1	-4	-16	2	-14	0.6	-3	0.8	-8	14
CCOC(=O)CSc1nc(C)c2cc(OC)ccc2n1	-14	4	12	7	4.8	-13	0.2	-3	8
COc1ccc(/C=C/C(=O)C2C(=O)C=C(C)OC2=O)cc1O (configuration not stated)	-3	16	8	-9	1.6	-7	0.1	-1	-8
CC1CC(C)C(=O)C(C(CC2CC(=O)NC(=O)C2)OC(=O)CC(=O)c2ccccc2)C1 (configuration not stated)	.	-13	-1	-4	.	.	-0.2	-4	13
CC(NC(=O)COC(=O)c1cn(-c2ccccc2)nc1-c1cccs1)c1ccccc1 (configuration not stated)	-7	-15	9	20	0.7	-3	0.5	-7	15
Cc1ccc(C(=O)NNC(=O)c2csc(N3CCOCC3)n2)s1	-9	5	1	-20	1.4	-3	0.1	-2	4
Cc1ccc(C)c(C2=NNC(=NCc3ccccc3)SC2)c1	.	-1	0	-28	.	.	-0.3	-2	7
O=c1oc2ccccc2c(NC2CCCCC2)c1NS(=O)(=O)c1ccc(Br)cc1	-33	-7	.	.	1.7	-12	2.8	-5	9
OC(C#CCN1CCOCC1)(c1ccccc1)C1CCCCC1 (configuration not stated)	-17	1	14	-8	0.9	-10	0.3	-5	-7
CCN(Cc1ccccc1)C(=O)CC(=O)N(CC)Cc1ccccc1	-22	-11	0	-9	0.4	-6	1.5	-3	24
Cc1ccc(-c2c(C#N)c(N)nc3c2CCCCC3)o1	-8	-2	5	1	-0.5	-3	0.5	-7	17
Cc1ccc(N(CCC#N)C(=O)COC(=O)C2=COCCO2)cc1	5	-8	3	-11	0.3	-6	0.2	0	-21
CN(c1ccc(OCC(=O)OCC(=O)Nc2ccc(Br)cc2)cc1)S(=O)(=O)c1cccs1	9	3	18	47	8.0	-11	9.3	-1	16
CC[C@H](C)[C@@H]1OC(=O)[C@@H](C)[C@@H](CC)NC(=O)[C@H](C)N(C)C(=O)C(C)(C)C(=O)C(C)NC(=O)[C@H](Cc2ccccc2)N(C)C(=O)[C@H](C(C)C)N(C)C(=O)CNC(=O)[C@H](CC(C)C)N(C)C(=O)CNC1=O (some centres not stated)	.	-24	.	.	.	.	-0.4	-4	14
COCc1cc(N2CCOCC2)nc(SCc2ccc(Cl)cc2)n1	-7	-31	8	-15	0.6	-10	1.3	-2	25
